Screening data deposited in PubChem BioAssay by Small Molecule Screening Facility, UW Madison.
RMI FANCM FP = blocks RMI1/RMI2 complex binding to FANCM MM2 peptide | Fluorescence polarization, RMI core complex with F-MM2 peptide; stronger effect = lower value | FP signal (polarization) at 33 µM | 70,000 tested, 0.58% active; in the data active = FP signal below about 40; also: inactives centre near 61; strong numbers were not always called active; unit not given here
* marks the source's active call; other numbers are inactive results; & = joins results of further samples. These rows are one share of the data, so the mix of outcomes need not match the whole.

smiles	RMI FANCM FP
N#C/C(=C\c1ccc(C(F)(F)F)cc1)c1c[nH]c2ccccc12	59
COCCN1CCC(CNC(=O)c2ccccc2C(F)(F)F)CC1	71
O=S1(=O)Cc2ccc(NS(=O)(=O)c3ccc(Br)s3)cc2C1	51
Nc1c(C(=O)NCc2cccs2)c2nc3ccccc3nc2n1CCC1=CCCCC1	86
Cc1cc(NC(=O)C(=O)NCC2CCCO2)no1 (configuration not stated)	53
O=C(c1cccs1)N1CCN(c2ccc3nnc(C4CC4)n3n2)CC1	61
CCOc1cc(C(=O)Nc2nc3c(OC)ccc(C)c3s2)cc(OCC)c1OCC	56
Cc1ccc(C(=O)Nc2ccc(N3CCOCC3)nc2N2CCOCC2)cc1	60
CCOC(=O)c1c(-c2ccccc2)csc1NC(=O)c1ccc(S(=O)(=O)N2CC(C)OC(C)C2)cc1 (configuration not stated)	59
CC(C)(C)c1csc(NC(=O)C2CCCN(S(=O)(=O)c3ccc(Cl)s3)C2)n1 (configuration not stated)	56
CC(C)(C)c1cc(NC(=O)CSc2nnc3scc(-c4ccc(Cl)cc4)n23)cc(C(C)(C)C)c1	77
CCOC(=O)N1CCc2c(sc(NC(=O)c3coc4ccccc4c3=O)c2C(N)=O)C1	72
CC1(C)O[C@H]2[C@H](O)C[C@](O)(C(N)=O)C[C@H]2O1	59
Cn1c(C2CCN(S(C)(=O)=O)CC2)nn(CC(=O)NCC2CCCO2)c1=O (configuration not stated)	61
CC1(C)CC(=O)C2=C(C1)OC(N)=C(C#N)C21C(=O)c2ccccc2C1=O	54
CCOc1ccc(-c2noc(-c3ccc[nH]c3=O)n2)cc1OC	64
Cc1cc2c(cc1C)CSC(c1ccc(N(C)CCC#N)cc1)SC2	54
O=C(Cc1csc(Nc2ccccc2)n1)Nc1cccc(F)c1	66
O=C(Cc1ccc(F)cc1)Nc1nnc(-c2ccc(Br)s2)o1	67
COc1ccc(C(=O)NCC(c2cccn2C)N2CCCC2)c(OC)c1OC (configuration not stated)	64
O=S(=O)(NCC(c1ccsc1)N1CCOCC1)c1cccc(Cl)c1 (configuration not stated)	63
Cc1cc(C)c(-n2c(SCC(=O)c3ccc4c(c3)OCCO4)n[nH]c2=O)c(C)c1	57
O=C1CCN=C(N(C(=O)c2ccco2)c2ccc(F)c(Cl)c2)S1	54
O=C(NCC1CCCN1S(=O)(=O)c1ccccc1)c1ccc2c(c1)OCO2 (configuration not stated)	59
CCc1cc(=O)[nH]c(-n2nc(C)cc2NC(=O)c2c(F)cccc2Cl)n1	55
O=c1c2cnn(C3CCS(=O)(=O)C3)c2ncn1Cc1ccc(Cl)cc1Cl (configuration not stated)	63
Cc1ccc(NC(=O)Oc2ccccc2)cc1N1CCCCC1=O	55
Cc1cc(=O)[nH]c(-n2nc(C)c(CCC(=O)N3CCCC3)c2C)n1	62
COc1ccc(-c2cc(N)nc(N)n2)cc1	65
N#CC(=C(O)c1cccc(Cl)c1)c1nc2ccccc2[nH]1	95

Later entries.
smiles	RMI FANCM FP
Cc1ccccc1-c1ccc(N2CCN(C(=O)NC3CCCCC3)CC2)nn1	71
O=C(CSc1nnc2ccc3ccccc3n12)N1CCOCC1	70
O=C(CN1C(=O)CSC1=O)c1ccccc1	57
COc1ccccc1-n1ncc2c(C(C)C)nnc(SCC(=O)NC(C)C)c21	64
Cc1cc(C)c2sc(NC(=O)C3CC3)nc2c1	70
O=C(CSc1nccn1-c1ccc(F)cc1)NCc1ccc(F)cc1	62
COc1ccc(/C=C/C(=O)O)cc1S(=O)(=O)N1CCc2ccccc2C1	58
Cc1ccc(C)c2[nH]c(=O)c(CCNC(=S)NCCn3ccc4ccccc43)cc12	80
CSc1ccccc1NC(=O)C(=O)NCC(c1ccc2c(c1)CCN2C)N(C)C (configuration not stated)	67
COc1ccc(F)cc1S(=O)(=O)Cl	68
Cc1cc(C)c(C#N)c(Sc2ncnc3c2sc2nc(C)cc(C)c23)n1	54
COCCCn1c(-c2ccc(C(C)(C)C)cc2)n[nH]c1=S	58
CSc1scc(-c2cccc(C(F)(F)F)c2)c1C#N	63
O=C(CSc1ccc(-c2ccccn2)nn1)NCc1ccccc1	60
CCc1ccc2nc(NCc3ccccc3)sc2c1	64
CC1(C)CC(NC(=O)c2ccccc2C(=O)O)CC(C)(C)N1	64
NC(N)=NCCN1CCCCCCC1	66&56
O=C(NCC(c1ccc[nH]1)C(F)(F)F)Nc1ccccc1 (configuration not stated)	53
O=C(Nc1ccc(-c2nc3ccccc3s2)cc1)c1ccccc1NS(=O)(=O)c1ccccc1	57
COc1ccc(OC)c(/C=C/C(=O)NCC(C)C)c1	66
COC(=O)c1cnn(-c2c(Cl)cccc2Cl)c1C=C(C#N)C#N	58
CCOC(=N)c1cccc(C(F)(F)F)c1	53
CC1(C)OC2OC(C(=O)O)C3OC(C)(C)OC3C2O1 (configuration not stated)	59
O=C1NC2(CCN(S(=O)(=O)c3cccs3)CC2)C(=O)N1Cc1ccccc1	57
COc1cc(C)ccc1NC(=O)Cc1csc(SCC(=O)Nc2cccc(NC(C)=O)c2)n1	64
O=C(NCC1CCN(Cc2ccco2)CC1)c1ccc(Cl)cc1	75
CCOc1ccc(-c2ccc(=O)n(CCCC(=O)Nc3ccccc3SC)n2)cc1	62
Fc1ccc(C(OCCCc2cnc[nH]2)c2ccc(F)cc2)cc1	63
CCc1nnc(NC(=O)/C=C\c2ccc3c(c2)OCO3)s1	61
COC(=O)c1sccc1NS(=O)(=O)c1ccc(-c2ccnc(SC)n2)s1	54

Further results.
smiles	RMI FANCM FP
COCC(=O)NCCn1ncc2c(=O)n(Cc3cccc(C)c3)cnc21	67
Cc1ccc(Cl)c2sc(=NC(=O)c3ccc(C#N)cc3)n(C)c12	72
CC(C)NC(=O)c1ccccc1-c1ccccc1C(=O)NC(C)C	55
O=C(NCCOc1ccccc1)c1cccc([N+](=O)[O-])c1	62
CCOC(=O)C1CCN(c2cc(=O)n(C3CCCCC3)c(=O)[nH]2)CC1	60
CCOC(=O)c1c(NC(=O)c2ccccc2S(C)(=O)=O)sc2c1CCC(C)C2 (configuration not stated)	58
O=C1NC2(CCCCC2)C(=O)N1CCS(=O)(=O)Oc1ccc(Br)cc1	62
CS(=O)(=O)Nc1cccc(C2=NN(S(=O)(=O)c3ccc(F)cc3)C(c3ccccc3F)C2)c1 (configuration not stated)	98
O=C(Cc1cc(=O)[nH]c(SCc2ccccc2F)n1)Nc1nccs1	69
COc1ccc(OC)c(NC(=O)CSc2nc3c(-c4ccccc4)c[nH]c3c(=O)n2C)c1	83
CCOC(CC(C(=O)N(C)C)(c1ccccc1)c1ccccc1)OCC	54
COc1ccc(C(=O)Nc2nc(-c3ccc(Cl)cc3Cl)cs2)cc1OC	111
O=C(C(=O)N1CCC2(CC1)OCCO2)c1cn(CC(=O)N2CCOCC2)c2ccccc12	55
COc1cccc(S(=O)(=O)NCC(=O)Nc2ccc(Cl)c(C(F)(F)F)c2)c1	72
CN1[C@@H](CC(=O)c2ccccc2)CCC[C@H]1C[C@H](O)c1ccccc1	52&62&70
O=C(c1csc2nc(-c3ccc(F)cc3)cn12)N1CCc2ccccc21	70
O=C(Cc1ccc(F)cc1)Nc1ccc2c(c1)N(C(=O)C1CCCO1)CC2 (configuration not stated)	66
CCOc1ccc(-c2cc(=O)n(CC(=O)Nc3nccs3)cn2)cc1	69
N#CC(Sc1ccccc1)c1ccccc1 (configuration not stated)	56
CC(=O)Nc1ccc(SCCCC(=O)NCc2ccncc2)nn1	61
CCOC(=O)C1=C(C)NC(=S)NC1c1cccs1 (configuration not stated)	64
CCSc1nnc2ccc(-c3ccc(Cl)cc3)nn12	57
CCc1cccc2sc(N(CCN3CCOCC3)C(=O)c3cc(C)n(CC)n3)nc12	68
Cc1c(-c2ccnc(-c3ccccc3)n2)sc2nc(C(F)(F)F)nn12	58
O=C(Nc1ccc(Cl)cc1)OCCSCCS(=O)(=O)c1ccc(Cl)cc1	52
Nc1nc(SCC(=O)N2CCCC2)[nH]c(=O)c1NC(=O)c1ccccc1F	71
O=C(Nc1nnc(-c2cccs2)o1)c1ccc(Br)s1	64
O=C(CCCn1nc(-c2cccs2)ccc1=O)NCc1ccccc1	68
CC(=O)Nc1ccc(C(=O)NCCNC(=O)NCc2ccc(Cl)cc2)cc1	68
O=C(Cc1ccc(Cl)cc1)NCCOc1ccccc1	61

Looked up by structure from the entries so far:
smiles	RMI FANCM FP
O=C(NCCOc1ccccc1)c1cccc([N+](=O)[O-])c1	62
O=C(Nc1nnc(-c2cccs2)o1)c1ccc(Br)s1	64
COc1ccc(OC)c(NC(=O)CSc2nc3c(-c4ccccc4)c[nH]c3c(=O)n2C)c1	83
CCOC(=O)C1CCN(c2cc(=O)n(C3CCCCC3)c(=O)[nH]2)CC1	60
N#CC(Sc1ccccc1)c1ccccc1 (configuration not stated)	56

Later entries:
smiles	RMI FANCM FP
CC(C)(C)NC(=S)Nc1cc(C(F)(F)F)ccc1N1CCCCC1	57
O=C1CCCCCN1CO	59
N#C/C(=C\c1sccc1Oc1ccccc1)C(=O)c1cccs1	53
CCc1ccc(S(=O)(=O)NCCNC(=O)c2ccc(NC(=O)C3CCCC3)cc2)s1	72
O=C(Cc1ccc(F)cc1)N1CCCC(c2nnc(-c3ccc4c(c3)OCO4)o2)C1 (configuration not stated)	62
Cc1cc(NCCCN2CCOCC2)n2nc(C(F)(F)F)nc2n1	60
O=C(c1ccccc1S(=O)(=O)C(F)F)N1CCN(c2ncnc3c2nnn3Cc2ccccc2)CC1	51
Cc1nc2c(C)cccn2c(=O)c1NC(=O)c1ccccc1[N+](=O)[O-]	57
COc1ccc(Br)c(C(=O)Nc2cc(C(=O)Nc3cc(Cl)ccc3C)ccc2N2CC3CC(C2)c2cccc(=O)n2C3)c1 (configuration not stated)	68
CS(=O)(=NS(=O)(=O)c1ccc(Cl)s1)c1ccccc1 (configuration not stated)	46
O=C(O)c1ccc(CNC(=O)C(Cl)Cl)cc1	61
COc1ccc(S/C(=N\N(C)C)c2cc(C(F)(F)F)cc(C(F)(F)F)c2)cc1OC	59
O=C(CN1CCC(c2nc3ccccc3[nH]2)CC1)N1CCCc2ccccc21	58
Cc1ccccc1-n1c(=S)sc2c(=O)[nH]c(SCC(=O)NC3CCCC3)nc21	61
CCC1=C(C(=O)OC)C(c2cccc(OC)c2OC)n2nc(SC)nc2N1 (configuration not stated)	63
Cc1cc(NC(=O)c2ccc(F)cc2)n(-c2nc3c(cnn3-c3cccc(C)c3C)c(=O)[nH]2)n1	66
Cc1ccc(CSc2ccc(-c3sc(-c4cccnc4)nc3C)nn2)cc1	73
Cc1cc(NC(=O)Nc2ccc3c(c2)OCCO3)c(C(F)(F)F)o1	60
COc1ccccc1Nc1n[nH]c(=S)s1	58
Cc1cc(=O)n2c(-c3cccc(NC(=O)c4ccc(F)cc4)c3)csc2n1	65
CC1(CO)CSC(Nc2cccnc2)=N1 (configuration not stated)	54
COc1ccc(S(=O)(=O)N2CCCN(S(=O)(=O)c3ccc(OC)c(OC)c3)CC2)cc1OC	56
Cc1ccc(S(=O)(=O)CCC#N)cc1C	57
O=C(Cn1cnc(-c2ccc(F)cc2)cc1=O)Nc1ccncc1	68
CCCCOc1ccc(C(=O)Nc2ccc3c(c2)N(CCOC)CCC3)cc1	64
CC1CN(c2ncnc3c2cnn3CCNC(=O)C2CC(=O)N(c3ccccc3)C2)CC(C)O1 (configuration not stated)	63
O=C1NC(=O)C2(CCCc3ccccc32)N1 (configuration not stated)	61
Cc1nc(SCc2nc(-c3ccccc3Cl)no2)[nH]c(=O)c1CCO	64
CCOC(=O)c1ncn(Cc2ccccc2)c1N	55
CCOc1cccc2cc(S(=O)(=O)c3ccc(Cl)c(Cl)c3)c(=O)oc12	60

More results.
smiles	RMI FANCM FP
O=C(COc1ccc(F)cc1)NCCCn1nc(-c2ccc(Cl)cc2)ccc1=O	65
CCOC(=O)c1c(-c2ccc(C)o2)csc1NC(=O)CN1CC(C)OC(C)C1 (configuration not stated)	73
CCC(CO)NCCNC(CC)CO (configuration not stated)	63
O=c1[nH]cnc2ccsc12	63
CC(CCc1ccc(O)cc1)NCCc1ccc(O)c(O)c1 (configuration not stated)	59&59
O=C1OC(CO)CN1Cc1ccccc1 (configuration not stated)	53
O/N=C1/COc2ccccc2O1	45
C#CCNC(=O)Nc1csc([N+](=O)[O-])c1	49
O=C(/C=C/c1ccc(Cl)cc1)c1ccc(NC(=O)c2cccnc2)cc1	100
Nc1c(-c2n[nH]c(=S)n2Cc2ccccc2)cnn1-c1ccccc1	55
CSc1nc(N)nc(N2CCOCC2)n1	57
Cc1ccc(Cn2c(SCC(=O)c3ccc([N+](=O)[O-])cc3)nc3c2c(=O)[nH]c(=O)n3C)cc1	57

Five structures from above, ordered by count of non-hydrogen atoms, high to low.
smiles	RMI FANCM FP
Cc1ccc(Cn2c(SCC(=O)c3ccc([N+](=O)[O-])cc3)nc3c2c(=O)[nH]c(=O)n3C)cc1	57
O=C(COc1ccc(F)cc1)NCCCn1nc(-c2ccc(Cl)cc2)ccc1=O	65
CC(CCc1ccc(O)cc1)NCCc1ccc(O)c(O)c1 (configuration not stated)	59&59
O=C1OC(CO)CN1Cc1ccccc1 (configuration not stated)	53
O/N=C1/COc2ccccc2O1	45
